Screening data: PubChem BioAssay, National Center for Advancing Translational Sciences (NCATS)
KB-V1 MDR tox – kills drug-selected multidrug resistant KB-V1 cells | KB-V1 MDR cells viability, CellTiter-Glo, 72 h | Potency, µM (titrated, usually from 46.1 µM), for inactives: at the highest dose activity change, negative = cytotoxicity, hits mostly cytotoxic | 3.4% of 400,000 active; also: potency is read from the fitted curve at half-maximal effect; % is scaled to controls: 0 for no effect and ±100 for the full control effect; nearly all actives have a fitted effect of over 60% in size
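qHTS viability screen in drug-selected KB-V1 MDR cells: 72 h compound treatment at 37 degrees C, ATP luminescence end point.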
HT1080-NT tox – kills 2HG-producing HT-1080-NT fibrosarcoma cells; HT-1080-NT fibrosarcoma viability, CellTiter-Glo ATP luminescence, 48 h; Potency, µM (highest dose often 46.1 µM), without a hit: top-dose activity, negative = less viability, actives largely listed as cytotoxic; 1.6% of 360,000 active;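 also: NT is the 2HG producing partner of a matched IDH1 knockdown line; potency is read from the fitted curve at half-maximal effect; 0% = DMSO-treated cells and -100% = media-only wells without cells; nearly all actives have a fitted effect of over 55% in size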
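Viability of the 2HG-overproducing fibrosarcoma line after 48 hours of compound exposure at 37 degrees C was determined by luminescence with CellTiter-Glo, and concentration-effect curves were then fitted and categorized.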
WRN inhibitor – blocks human WRN helicase; Q14191; WRN helicase unwinding, fluorescent forked duplex, kinetic; Potency, µM (series often up to 114 µM), inactives show at the highest dose activity change, negative = inhibition, actives largely listed as inhibitors; 0.46% of 360,000 active; also: potency is read from the fitted curve at half-maximal effect; % is scaled to controls: 0 for no effect and ±100 for the full control effect; nearly all actives have a fitted effect of over 55% in size
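Fluorescence dequenching readout, ex 525 nm/em 598 nm, kinetic mode: forked duplex DNA (100 nM final) with adjacent fluorophore and quencher unwound by WRN (20 nM final) with 2 mM ATP. Compound preincubation 15 min, room temperature.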
SW480 rerep – induces DNA re-replication in SW480 colon adenocarcinoma cells; SW480 DNA re-replication, Hoechst DNA content imaging, 48 h; 1.8% of 340,000 active; Potency, µM (doses to about 46.1 µM), without a hit: at the highest dose re-replication activation, hits mostly activators; also: potency is read from the fitted curve at half-maximal effect; % of control where 0% means no effect; nearly all actives have a fitted effect of over 55% in size
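SW480 cells exposed to compounds for 48 hr at 37 C, 5% CO2, then Hoechst-stained 40 min. Nuclear DNA content imaged by fluorescence scanning (405 nm excitation, 500-530 nm emission); re-replication scored as increased high-intensity nuclei.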
HT1080 IDH1KD tx – toxicity to HT-1080 IDH1 knockdown cells (counter line); 2% of 360,000 active; Potency, µM (doses to about 46.1 µM), for inactives: at the highest dose activity, negative = toxicity, most hits filed as cytotoxic; HT-1080 IDH1 knockdown viability, ATP luminescence, 48 h;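 also: potency is read from the fitted curve at half-maximal effect; 0% = DMSO wells and -100% = cell-free medium wells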
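% activity derives from luminescence (CellTiter-Glo), normalised to DMSO and no-cell wells. HT-1080-IDH1KD cells, 750/well, had 48 h compound exposure at 37 °C.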
IL-1B inflam inh – inflammasome signaling inhibition, IL-1 beta readout; THP-1 LPS/ATP IL-1B secretion, AlphaLISA, 16 h; hits give low values; activity change, % at 57.5 µM; 4.7% of 360,000 active; AID 743279; in the data active = activity change below about -50%; inconclusive = mostly about -30% to -49%; also: % is scaled to controls: 0 for no effect and ±100 for the full control effect
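THP-1 cells pretreated 1 hr with compounds (up to 57.5 uM final), then stimulated with LPS (250 ng/mL final) plus ATP (1.25 mM final); secreted IL-1B measured by AlphaLISA after 16 hr, decreased signal indicating inhibition.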
KB-3-1 tox – KB-3-1 parental cell cytotoxicity; KB-3-1 viability, CellTiter-Glo ATP luminescence, 72 h; Potency, µM (highest dose often 46.1 µM), for inactives: top-dose activity change, negative = cytotoxic, hits mostly cytotoxic; 1.4% of 400,000 active; AID 1347075; also: potency is read from the fitted curve at half-maximal effect; % is scaled to controls: 0 for no effect and ±100 for the full control effect; nearly all actives have a fitted effect of over 60% in size
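Cytotoxicity measured as CellTiter-Glo luminescence after 72 h at 37 C. Compound titrations were pinned onto drug-naive KB-3-1 parental adenocarcinoma cells grown in DMEM with 10% FBS, and normalized data fitted to concentration-response curves.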
ATXN2 expr inh – inhibitors of ATXN2 expression; HEK-293 ATXN2-luciferase reporter, luminescence, 24 h; Potency, µM (top dose mostly 57 µM), without a hit: at the top dose activity change, negative = inhibition, actives largely listed as inhibitors; 0.72% of 360,000 active; AID 1745845; also: potency is read from the fitted curve at half-maximal effect; % is scaled to controls: 0 for no effect and ±100 for the full control effect; nearly all actives have a fitted effect of over 55% in size
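qHTS (up to 57 uM final) was run with 24 h compound exposure of reporter cells at 37 °C. Each well was multiplexed: SteadyGlo luminescence measured ATXN2-luciferase expression after a fluorogenic Gly-Phe-AFC viability readout (25 uM final).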
MCF10A rerep – inducers of DNA re-replication in MCF 10A breast cells. 2.9% of 350,000 active. MCF 10A DNA re-replication, Hoechst nuclear intensity, 48 h. Potency, µM (top dose mostly 46.1 µM), for the others: at the highest dose activity, positive = re-replication, hits mostly activators. AID 624296; also: potency is read from the fitted curve at half-maximal effect; % of control where 0% means no effect; nearly all actives have a fitted effect of over 50% in size
Numbers without * were called inactive; ? = inconclusive; / = no result given; & = joins results of further samples; ! = not confirmed by another sample; [ ] = dose if it differs, or a comment. Unless noted, calls follow the shape of the dose curve; as a rule, active = well fitted curve in the direction sought with a large enough effect; inconclusive = small, poorly fitted or top-dose-only effect, or another doubt; inactive = no such curve, though single readings can be large; an effect the other way counts as inactive or inconclusive. Hits appear at their usual frequency. Share with any hit: about 12%.

smiles	IL-1B inflam inh	KB-V1 MDR tox	HT1080-NT tox	MCF10A rerep	ATXN2 expr inh	KB-3-1 tox	WRN inhibitor	HT1080 IDH1KD tx	SW480 rerep
CC(C)CC(=O)N1CCN(S(C)(=O)=O)CC1	25	16%	1%	-16%	1%	0%	10%	1%	-5%
C=CCOc1cccc(C2/C(=C(/O)c3ccc(Cl)cc3)C(=O)C(=O)N2CCN2CCOCC2)c1 (stereo not drawn)	15	14%	-1%	23%	-2%	12%	6%	-5%	6%
Cc1c(Cl)c([N+](=O)[O-])nn1CCCC(=O)O	-3	6%	17%	3%	?	13%	-7%	16%	-2%
CCN(CC)C(=O)C(Oc1ccc(S(=O)(=O)N2CCCC2)cc1[N+](=O)[O-])c1ccccc1 (stereo not drawn)	-13	0%	0%	?	4%	28%	-6%	-4%	18%
O=C(C1=NNCC1c1ccccc1)C1OC1c1ccccc1 (stereo not drawn)	-89*	7%	-2%	?	49%[activator]	7%	4%	-18%	-38%[inhibitor]
Cc1ccc(S(=O)(=O)NCCNS(=O)(=O)c2ccc(C)cc2)cc1	25	16%	-4%	-5%	32%[activator]	-3%	-3%	-2%	2%
O=C(NCc1cccnc1)c1cccc(OC2CCN(Cc3ccc(CO)o3)CC2)c1	5	/	-1%	5%	-12%	/	?	-16%	2%
C=CCC1(Cl)C(=O)C(Cl)=C(N2CCOCC2)C1(OC)OC (stereo not drawn)	6	27%	24%	-3%	-4%	21%	-32%	15%	-11%
CCNS(=O)(=O)c1ccc(CCC(=O)Nc2ccc3c(c2)OCCO3)cc1	-17	5%	3%	3%	10%	4%	-1%	5%	-42%[inhibitor]
C=CCc1cc(OC)ccc1OCC(O)CN1CCN(c2ccc(OC)cc2)CC1 (stereo not drawn)	-12&24	18µM*!	-10%&-19%	?	2%&-26%	-1%&-1%	2%&5%	-25%&-9%	8%&-10%
CN(CC(=O)Nc1ccc(Cl)c(Cl)c1)CC(=O)Nc1ccc2c(c1)OCO2	-57*	-22%	-19%	?	-14%	-18%	-5%	-14%	11%
COc1ccc(OCC(=O)Nc2nnc(S(=O)(=O)N3CCCCCC3)s2)cc1	0	7%&21%	2%	1%	2%&12%	21%&5%	3%[11.6 µM]	-1%	4%
COc1ccc(NC2CCCN(C(=O)c3ccc4nccnc4c3)C2)cc1OC (stereo not drawn)	9	-17%	-1%	1%	-1%	-7%	5%	4%	-2%
CSc1ccc(/C=N/Nc2cccc(C(=O)O)c2)cc1	10	13%	-2%	-5%	-89%	7%	11µM*	-3%	6%
COc1ccccc1CNC(=O)C1CC(c2c(Cl)cccc2Cl)=NO1 (stereo not drawn)	-14	-4%	1%	12%	4%	-9%	-8%	-6%	-3%
Nc1nc(SCC(=O)Nc2cccc(S(=O)(=O)N3CCCCCC3)c2)n[nH]1	23	-13%	0%	-1%	6%	-25%	-7%	-9%	-6%

Rewritten field by field: entries from further up.
canonical_smiles: Cc1ccc(S(=O)(=O)NCCNS(=O)(=O)c2ccc(C)cc2)cc1
  IL-1B inflam inh: 25 | KB-V1 MDR tox: 16% | HT1080-NT tox: -4% | MCF10A rerep: -5% | ATXN2 expr inh: 32%[activator] | KB-3-1 tox: -3% | WRN inhibitor: -3% | HT1080 IDH1KD tx: -2% | SW480 rerep: 2%

canonical_smiles: COc1ccc(NC2CCCN(C(=O)c3ccc4nccnc4c3)C2)cc1OC (stereo not drawn)
  IL-1B inflam inh: 9 | KB-V1 MDR tox: -17% | HT1080-NT tox: -1% | MCF10A rerep: 1% | ATXN2 expr inh: -1% | KB-3-1 tox: -7% | WRN inhibitor: 5% | HT1080 IDH1KD tx: 4% | SW480 rerep: -2%

canonical_smiles: COc1ccc(OCC(=O)Nc2nnc(S(=O)(=O)N3CCCCCC3)s2)cc1
  IL-1B inflam inh: 0 | KB-V1 MDR tox: 7%&21% | HT1080-NT tox: 2% | MCF10A rerep: 1% | ATXN2 expr inh: 2%&12% | KB-3-1 tox: 21%&5% | WRN inhibitor: 3%[11.6 µM] | HT1080 IDH1KD tx: -1% | SW480 rerep: 4%

canonical_smiles: CCN(CC)C(=O)C(Oc1ccc(S(=O)(=O)N2CCCC2)cc1[N+](=O)[O-])c1ccccc1 (stereo not drawn)
  IL-1B inflam inh: -13 | KB-V1 MDR tox: 0% | HT1080-NT tox: 0% | MCF10A rerep: ? | ATXN2 expr inh: 4% | KB-3-1 tox: 28% | WRN inhibitor: -6% | HT1080 IDH1KD tx: -4% | SW480 rerep: 18%

Next part:
smiles	IL-1B inflam inh	KB-V1 MDR tox	HT1080-NT tox	MCF10A rerep	ATXN2 expr inh	KB-3-1 tox	WRN inhibitor	HT1080 IDH1KD tx	SW480 rerep
Cc1ccc(Nc2nc(C)nc3c2oc2ccccc23)cc1	/	?	-17%	?	-10%	5%	-10%	-18%	-6%
CCOc1ccc(CCN2C(=S)N([C@@H](CC(C)C)CN3CCCC3CN3C(=S)NC[C@@H]3CC(C)C)C[C@@H]2CC(C)C)cc1 (stereo partly drawn)	26	6%	8%	-14%	-16%	5%	-6%	9%	?
CCOc1ccc(S(=O)(=O)NCCC(=O)N2CC(C)OC(C)C2)cc1 (stereo not drawn)	0	4%	-3%	?	2%	2%	1%	4%	-39%[inhibitor]
O=c1[nH]nc(CNc2ccc(Cl)cc2Cl)c2ccccc12	4	-5%	-19%	?	/	0%	7%	?	0%
O=C1COc2ccc(C(=O)COC(=O)CCc3ccc(S(=O)(=O)N4CCOCC4)cc3)cc2N1	29	?	8%	-3%	-10%	14%	1%	3%	-6%
COc1ccccc1-c1nnc(NC(=O)OCC(C)C)s1	10	16%	20%	?	-15%	5%	-13%	8%	-4%
CN(CC(=O)Nc1cccc(F)c1)C(=O)Cc1ccsc1	5	7%	10%	/	/	5%	7%	2%	/
Cn1c(CC(=O)Nc2ccccc2Cl)nnc1SCC(=O)NC1=NCCS1	25	8%	2%	8%	3%	3%	-9%	5%	-8%
CCN(CC(=O)NCc1cccs1)C(=O)CCOc1ccccc1	13	-3%	6%	-1%	4%	14%	-4%	5%	2%
COc1ccc(-c2nnc(CSc3ncnc4sc5c(c34)CCC5)o2)cc1OC	-3	21µM*	-5%	-2%	5%	2%	-15%	-2%	?
Cc1cc(C(=O)NN=Cc2ccc(-c3ccc(F)cc3)o2)c(C)o1	-11	4%	-5%	-2%	/	6%	-4%	-11%	4%
COC(=O)c1cc(NCc2c(F)cccc2Cl)ccc1N1CCOCC1	-3	?	-24%	-8%	-19%	-14%	1%	-25%	-11%
O=C(COc1ccc(S(=O)(=O)N2CCOCC2)cc1Cl)N1CCCC1	37	24%	13%	21%	4%	2%	-3%[57.1 µM]	-5%	-9%
COc1ccc(Nc2cc(C)nc3ncnn23)c(OC)c1	29	16%	17%	3%	16%	-4%	3%	-2%	-9%
CCOC(=O)C1(Cc2ccccc2Cl)CCN(S(=O)(=O)N(C)C)CC1	27	?	-13%	-1%	-19%	-7%	8%	-7%	-4%
O=C(Oc1ccc(OC(=O)c2ccncc2)cc1)c1ccncc1	11	0%	6%	21%	9%	10%	-1%	15%	-5%
COc1ccccc1CN1CC(C(=O)N2CCCCO2)CCC1=O (stereo not drawn)	12	3%	4%	-1%	58%[activator]	9%	14%	17%	-1%
Cc1ccc(S(=O)(=O)NCCC(=O)NNC(=O)C2COc3ccccc3O2)cc1 (stereo not drawn)	-3	19%	8%	-1%	5%	9%	2%	6%	-5%
CCN(CCCNC(=O)c1[nH]c(C)c(C(C)=O)c1C)c1cccc(C)c1	0	-25%	-28%	?	-16%	-10%	-2%	?	?
CCCC(=O)Nc1cc(S(=O)(=O)N2CCOCC2)ccc1N1CCCCC1	11	-12%	3%	11%	-6%	2%	-9%	0%	?
CCC(C)NC(=O)C1CCN(S(=O)(=O)c2ccc(-n3cnnn3)cc2)CC1 (stereo not drawn)	26	18%	9%	-28%	20%	0%	-8%	8%	-4%
COc1ccccc1N1CCN(C(=O)c2cc(-c3ccccc3)nc3c2cnn3C(C)C)CC1	-5	-1%	-14%	/	/	0%	7%	-1%	/
CCN(CC)C(=O)Cn1cc(C(=O)C(=O)N2CCN(c3ccc([N+](=O)[O-])cc3)CC2)c2ccccc21	?	?	0%	22%	1%	-12%	-33%	-13%	?
O=C(N/N=C/c1ccccc1O)C1CC(=O)N(c2ccc(Cl)cc2)C1 (stereo not drawn)	178	0%	?	?	6.3µM*	?	1%	3.3µM*	5.8µM*
CCOC1=C2CN(S(=O)(=O)c3ccc(C)cc3)[C@H](c3ccccc3)C[C@@H]2N(S(=O)(=O)c2ccc(Br)cc2)[C@H](c2ccccc2)C1	-14	0%	21%	/	-23%	-7%	-6%	1%	/
Cc1ccc(-c2cn(C[C@H]3CC[C@@H]([C@@H]4CC[C@H](Cn5cc(-c6ccc(C)cc6)nn5)O4)O3)nn2)cc1	71	0%	0%	?	-6%	-3%	-1%	12%	0%
Cc1c(Cl)c([N+](=O)[O-])nn1CCCC(=O)NC(C)c1ccccc1 (stereo not drawn)	-6	?	12%	7%	0%	9%	-9%	3%	-5%
